Screens (PubChem)
SR-BI uptake up = activators of SR-BI mediated DiI-HDL uptake, primary screen, ldlA[mSR-BI] CHO cells, DiI fluorescence | 3 h; 100 = double the neutral-control signal | 320,000 compounds, 0.096% hits | activation, % at 12.5 µM;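 active = mean replicate activation of at least 60% and every replicate at or above 60%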;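 also: 0% = median plate neutral-control signal and 100% = twice that signal; values of inactives mirror those of a sister screen read the other way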
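material = CHO ldlA[mSR-BI] cells | medium = Ham's F12 with 0.5% BSA, HEPES 25 mM, pH 7.4 | reagent = fluorescent DiI-HDL, 10 µg/mL final | compound dosing = single-point compound dose | incubation = 3 h, 37 °C | measured by = bottom-read fluorescence, 550/595 nm | measure = HDL uptake via cellular fluorescence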
Ecoli viability = E. coli V3065 growth inhibition, primary screen, counter-screen for AddAB inhibitor project, absorbance, OD600. AID 449728, 2010. 18 h. 330,000 compounds, 0.27% hits. inhibition, % at 11.9 µM;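 active = inhibition above the campaign's mean inhibition across all tested compounds plus 3 SD, cut at about 9.9% in these data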;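 also: uninfected addAB+ strain grown without phage in ampicillin broth; 0% = DMSO wells and 100% = ciprofloxacin 0.95 µg/ml wells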
CAL PDZ FP-1 = untagged CAL PDZ binding inhibitors, primary screen, biochemical, fluorescence polarization, HTS; Golgi-associated PDZ and coiled-coil motif-containing protein (Homo sapiens), Q9HD26; purified CAL PDZ, TMR-peptide fluorescence polarization, 1 h; inhibition, % at 24.9 µM; 300,000 compounds, 0.92% hits; AID 602252, 2012;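 active = mean inhibition of at least 30% with at least half of replicates also reaching 30%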;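 also: 0% = DMSO neutral control and 100% = excess unlabeled competitor peptide PRC23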
SR-BI DiI inh = inhibitors of SR-BI mediated HDL lipid uptake, primary screen, ldlA[mSR-BI] cells, fluorescence, single point; ldlA[mSR-BI] CHO cells, DiI-HDL uptake fluorescence, 3 h; inhibition, % at 12.5 µM; Scavenger receptor class B member 1 (Mus musculus), Q61009; AID 488896, 2010; 320,000 compounds, 0.96% hits;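 active = mean replicate inhibition of at least 70% and a set share of replicates each scoring 70 or more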;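 also: 0% = median of neutral control wells and 100% = median of positive control wells; values of inactives mirror those of a sister screen read the other way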
Target sequence (Q61009 whole entry, looked up): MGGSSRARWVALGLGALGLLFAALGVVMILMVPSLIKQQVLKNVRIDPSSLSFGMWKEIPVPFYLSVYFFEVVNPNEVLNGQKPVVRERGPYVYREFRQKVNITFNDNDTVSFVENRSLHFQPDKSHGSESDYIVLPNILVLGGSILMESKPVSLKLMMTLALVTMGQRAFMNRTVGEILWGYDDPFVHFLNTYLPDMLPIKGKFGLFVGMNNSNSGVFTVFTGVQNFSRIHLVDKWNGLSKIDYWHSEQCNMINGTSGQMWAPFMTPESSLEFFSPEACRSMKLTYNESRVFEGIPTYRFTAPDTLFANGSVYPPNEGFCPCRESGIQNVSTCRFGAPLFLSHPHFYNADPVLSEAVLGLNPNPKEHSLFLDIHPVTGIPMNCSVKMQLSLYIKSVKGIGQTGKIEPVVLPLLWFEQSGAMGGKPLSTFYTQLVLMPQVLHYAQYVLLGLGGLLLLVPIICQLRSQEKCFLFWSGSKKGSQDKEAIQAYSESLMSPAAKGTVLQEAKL
AddAB inh = growth inhibition of E. coli expressing H. pylori AddAB, primary screen, AddAB inhibitor project, absorbance. AID 435030, 2010. 330,000 compounds, 0.29% hits. inhibition, % at 11.9 µM; in the data active = inhibition above about 12%;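 also: 0% = vehicle wells of infected cells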
CAL PDZ FP-2 = CAL PDZ peptide-binding inhibitors, primary screen, biochemical, fluorescence polarization, Cer-tagged CAL PDZ, HTS. purified CAL PDZ, TMR-peptide fluorescence polarization, 1 h. AID 504414, 2011. Golgi-associated PDZ and coiled-coil motif-containing protein (Homo sapiens), Q9HD26. inhibition, % at 20 µM. 330,000 compounds, 0.02% hits;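 active = highest replicate inhibition of at least 40%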;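 also: plate controls were DMSO neutral control wells for no effect and unlabeled competitor peptide control wells for full effect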
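System: tagged CAL PDZ domain. Schedule: 1 h room-temperature incubation prior to read. Signal: fluorescence polarization (mP). Measure: percent inhibition from loss of millipolarization.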
phage Ecoli inh = growth loss of phage-infected E. coli, primary screen, RecBCD inhibitor project, absorbance, with phage, HTS. inhibition, % at 11.9 µM. 360,000 compounds, 0.26% hits. AID 651602, 2012; in the data active = inhibition above about 11%
MITF TRPM1 HTS = activators of MITF-driven TRPM1 promoter reporter, primary screen, cell-based, SK-MEL-5, luciferase, single point. AID 588334, 2011. SK-MEL-5 TRPM1-promoter luciferase, 24 h; % of positive control, neutral wells = 0. 300,000 compounds, 0.75% hits. activation, % at 12.5 µM;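 active = mean activation of at least 80% with every replicate also reaching 80%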;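 also: 0% = neutral control wells and 100% = parthenolide positive control wells; values of inactives mirror those of a sister screen read the other way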
Tat export inh = E. coli Tat export inhibitors, primary screen, MC4100, TorA-mCherry reporter, fluorescence, single point | 340,000 compounds, 0.036% hits | inhibition, % at 10 µM | AID 488895, 2010;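 active = mean replicate inhibition at least 50% and at least half of replicates individually reaching 50%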;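 also: exported cargo escapes ClpAP degradation while cytoplasmic cargo is degraded and loses fluorescence; 0% = median of neutral control wells and 100% = median of NaSCN control wells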
Wnt bcat act = Wnt/beta-catenin pathway activators, primary screen, cell-based, plate reader, single point; Wnt/beta-catenin reporter cell assay, activator; activation, % at 9.35 µM; 300,000 compounds, 1.2% hits; AID 743398, 2014; in the data active = activation above about 30%, passing the limit was not always enough;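 also: 0% = neutral control wells and 100% = positive control wells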
The depositor's hits bear a star; · = not tested or not shown; & = joins results of further samples.

no.	structure	Tat export inh	phage Ecoli inh	SR-BI uptake up	AddAB inh	Ecoli viability	CAL PDZ FP-1	CAL PDZ FP-2	MITF TRPM1 HTS	Wnt bcat act	SR-BI DiI inh
1	Cn1c(SCc2nc(-c3cccs3)no2)nnc1C1CCCCC1	1	2.4	20	-0.2	1.4	-1	-1.3	-8	·	-20
2	COc1cc(C(CC(=O)Nc2ccccn2)N2Cc3ccccc3C2=O)cc(OC)c1OC (centres undefined)	-1	2.3	-15	0.5	-4.0	-4	·	-1	-2	15
3	Cc1nc(SCC(=O)Nc2ccc(Cl)cc2[N+](=O)[O-])nc(C)c1C	-1	4.2	-20	2.5	-0.8	4	-0.6	8	·	20
4	C=C(C)c1cccc(C(C)(C)NC(=O)N2CCC(C)CC2)c1	3	0.9	-7	2.8	-0.7	1	-1.2	-5	·	7
5	O=C(COC(=O)CSCC(=O)N1CCCCC1)NCc1ccc(F)cc1	-13	1.3	-2	-0.1	1.3	0	-1.4	-10	-3	2
6	CC(C)(C)c1ccc(C(=O)NC(Cc2ccccc2)C(=O)O)cc1 (centres undefined)	-5	5.1	-2	1.2	0.0	-1	0.2	1	-2	2
7	Cc1ccc(S(=O)(=O)NCC(=O)OCCOc2ccccc2F)cc1	0	0.8	10	-1.0	-0.8	·	-1.0	-3	-2	-10
8	NNC(=O)CN1C(=O)Nc2ccc(Cl)cc2C1c1ccccc1 (centres undefined)	-10	1.9	13	0.5	3.3	9	-0.8	0	-2	-13
9	Cc1ccc(SC[C@H](Cc2ccccc2)N2CCN(CCc3ccccc3)CCC2=O)cc1	7	1.7	0	0.7	2.1	1	-0.8	10	0	0
10	c1ccc(C2=Nn3c(nnc3-c3cc(-c4ccccc4)n[nH]3)SC2)cc1	-3	1.6	-46	0.6	2.4	·	-15	48	·	46
11	CCOC(=O)c1c(C)[nH]c(C(=O)OCC(=O)NCc2ccc(C)cc2)c1C	-5	2.6	19	2.5	-0.9	-2	-0.9	2	4	-19
12	CCOc1ccccc1NC(=O)c1cnccn1	-3	4.4	-32	5.1	0.5	-10	·	7	5	32
13	O=C1CC(=C2c3ccccc3-c3ccccc32)C(=O)N1CCN1CCN(c2ccccc2)CC1	-7	1.2	10	2.6	1.7	-1	0.6	-1	-3	-10
14	O=C(CN1C(=O)c2ccccc2C1=O)N1CCN(c2ccccn2)CC1	-2	2.4	23	0.3	0.0	-2	-0.2	-8	·	-23
15	O=C(CSc1nnc(-c2ccco2)o1)Nc1ccccc1Cl	-7	3.7	·	-0.4	2.6	·	-0.4	11	4	-26
16	Cc1cc(N(C)/N=C/c2ccccc2)nc(-c2ccccc2O)n1	0	0.1	14	0.1	-0.2	1	-4.3	19	-1	-14
17	Cc1c(NS(=O)(=O)c2cccc3nsnc23)c(=O)n(-c2ccccc2)n1C	12	0.9	32	3.8	1.0	-2	-1.4	-4	·	-32
18	Cc1cc(=O)oc2c(CN(C)Cc3ccccc3)c(O)ccc12	-1	0.0	-10	3.2	2.2	-2	-2.1	14	0&2	10
19	COC(=O)C1CCN(c2cc(=O)n(C3CCCCC3)c(=O)[nH]2)CC1	-3	3.7	21	0.8	2.4	-2	0.0	-10	1	-21
20	COc1cc(N)c(Cc2nccc3cc(OC)c(OC)cc23)cc1OC	2	5.2	15	-1.2	-3.7	-5	-0.2	3	1	-15
21	Cn1c(=O)c2cc(S(=O)(=O)NC(Cc3ccccc3)C(=O)NCC3CCCO3)ccc2n(C)c1=O (centres undefined)	-1	0.1	12	1.2	-0.3	0	-2.3	-5	-2	-12
22	Cc1cccc[n+]1CC(=O)c1ccccc1	-10	4.0	-15	0.2	-1.2	1	2.3	-4	-2	15
23	Cc1ccc(C(=O)N2CC(=O)Nc3ccc(C)cc3C2c2ccccc2)cc1 (centres undefined)	19	1.2	-1	·	·	-1	0.7	7	-1	1
24	Cc1ccc(NC(=O)c2nc(S(=O)(=O)Cc3ccccc3C)ncc2Cl)cc1C	-5	-0.9	13	2.1	2.3	-3	-1.5	-79	-11	-13
25	C=CCC[C@H](Cc1ccc(F)cc1)C(=O)OC[C@H](C)NC(=O)[C@H](CC=C)CC(=O)NCCO	3	0.6	-5	0.9	-2.4	·	0.2	1	1	5
26	O=C(CSc1nc(=O)n(CCN2CCOCC2)c2c1CCCC2)Nc1ccc([N+](=O)[O-])cc1	-6	4.6	-13	-2.6	-1.8	-5	-0.8	-1	-5	13
27	CCOC(=O)c1c(NC(=O)CSc2nnc(-c3ccccc3C)n2C)sc(C(C)=O)c1C	-8	1.2	-18	0.5	2.2	-6	-4.7	·	-1	18
28	O=C(Cn1c(CN2CCCCC2)nc2ccccc2c1=O)NC1CCCCC1	8	3.1	-2	3.4	0.9	0	-3.7	-13	-2	2
29	O=C(O)COc1ccccc1/C=N/NC(=O)CN1CCN(S(=O)(=O)c2ccc(Br)cc2)CC1	-8	-0.5	12	2.0	0.4	-3	-0.5	11	2	-12
30	COc1ccc(C(=O)N(Cc2ccccc2)Cc2cc3cc4c(cc3[nH]c2=O)OCCO4)cc1	3	4.2	-14	0.2	0.3	·	-2.3	-15	·	14
31	Cc1cc(C(F)F)nn1CC(=O)NCc1ccccc1F	0	-2.3	12	3.0	2.5	-2	0.5	-4	-5	-12
32	COc1ccc2c(c1)CCC/C2=N/OC(=O)c1ccccc1OC	9	1.8	-21	2.9	0.2	-2	-3.1	9	0	21
33	CC(C)(C)C1=C(C#N)C(c2cccnc2)C(C#N)=C(N)O1 (centres undefined)	-2	1.1	5	0.2	-1.4	0	-1.1	-9	·	-5
34	Cc1nnc2n1N=C(c1ccc(F)cc1F)CS2	0	1.8	8	0.1	1.1	·	1.0	-4	-2	-8
35	CN(c1ccccc1N(C)S(=O)(=O)c1ccccc1)S(=O)(=O)c1ccccc1	2	3.4	23	2.3	0.3	-4	-1.5	·	-1	-23
36	Cc1nccc2[nH]c(=O)c(C(=O)NC3CCCCC3C)cc12 (centres undefined)	1	3.8	21	1.3	0.6	-3	-1.2	7	-1	-21
37	COc1ccc(C)cc1N(C(=O)c1snc(C(N)=O)c1N)C(C(=O)NC1CCCCC1)c1ccc(C)o1 (centres undefined)	0	-0.1	15	·	·	-11	-1.6	10	-2	-15
38	COCCNC(=O)C(OC(=O)c1nsc(Cl)c1Cl)C(C)C (centres undefined)	1	3.9	6	1.3	1.7	2	-1.1	-2	-2	-6
39	COc1ccccc1C(=O)NC1CC2CCC(C1)N2Cc1ccccc1 (centres undefined)	-1	1.4	19	2.4	-0.5	-1	0.6	-3	-1	-19
40	O=C(Nc1ccc2c(c1)OCO2)c1nn(-c2ccccc2)c(=O)c2ccccc12	-6	-0.3	-68	0.8	-1.0	-4	0.1	4	-3	68
41	O=C(COC(=O)c1ccc(Cl)nc1)Nc1c(Cl)cccc1C(F)(F)F	12	5.7	13	1.2	-0.8	1	0.9	0	-3	-13
42	O=C(CNC(=O)C12CC3CC(CC(C3)C1)C2)NC1=NCCS1	-7	-0.2	1	-1.0	-1.3	-3	-2.9	0	3	-1
43	Cc1ccc(C(=O)CSc2nc3ccccc3c(=O)[nH]2)cc1C	-4	2.6	-19	2.2	2.7	-4	0.9	2	2	19
44	CCC1(c2ccccc2)NC(=O)N(CC(=O)Nc2cc(Cl)ccc2N2CCOCC2)C1=O (centres undefined)	10	1.5	-6	-1.6	-1.5	-3	-3.8	1	-3	6
45	Cc1ccc2nc(-c3ccc(N)cc3)sc2c1	-1	5.0	-4	4.3	1.4	·	0.3	·	16	4
46	O=C(O)c1cccc(-c2noc(-c3cccc(Cl)c3)n2)c1	-7	1.1	20	1.3	-1.1	-10	-3.0	-91	37*	-20
47	CC(=O)c1cccc(N=c2scc(-c3ccc(S(=O)(=O)N4CCOCC4)cc3)n2CCO)c1	-3	3.6	-23	2.4	-2.4	-3	-0.4	-45	-1	23
48	CCc1cc2c(=O)c(-c3nc4ccccc4[nH]3)coc2c(CN2CCCCC2)c1O	2	2.8	·	0.4	-1.5	-2	-2.6	3	7	·
49	Cc1ccc2c(CC(=O)NCC(C)(C)N3CCOCC3)coc2c1	-4	3.3	16	2.7	-1.2	-4	0.0	-11	0	-16
50	COc1ccc(-c2csc(/C(C#N)=C\c3ccc(OC)c([N+](=O)[O-])c3)n2)cc1	-4	5.6	-54	0.7	-0.4	0	-1.7	8	·	54
51	Cc1ccc(OCC(=O)Nc2c3c(nn2C(C)(C)C)CS(=O)(=O)C3)cc1	-1	0.2	7	0.3	-2.2	-5	-2.8	-7	4	-7
52	Cc1ccc(NC(=O)CN2C(=O)S/C(=C\c3ccccn3)C2=O)cc1C	-3	1.8	2	·	·	-7	-1.1	0	-1	-2

Printed as active in Wnt bcat act, of those listed so far:
nr | SMILES | Tat export inh | phage Ecoli inh | SR-BI uptake up | CAL PDZ FP-1 | CAL PDZ FP-2 | MITF TRPM1 HTS | Wnt bcat act | SR-BI DiI inh
46 | O=C(O)c1cccc(-c2noc(-c3cccc(Cl)c3)n2)c1 | -7 | 1.1 | 20 | -10 | -3.0 | -91 | 37* | -20
